Compound activity deposited in PubChem BioAssay by several laboratories.
XIAP displacement = small molecules displacing peptide from XIAP – biochemical, IAP family, fluorescence polarization (AID 1018); XIAP BIR domain, fluorescence polarization peptide displacement; higher % means a stronger effect; displacement, % at 20 µM; hits with a dose series show IC50 in µM; 200,000 tested, 0.007% active; in the data active = displacement above about 50%; note: a part of the inactive calls stands beside numbers as strong as those of hits
LYP phosphatase = PTPN22 lymphoid phosphatase activity blockers – biochemical, fluorescence intensity, uHTS (AID 1779); recombinant LYP phosphatase, fluorescence intensity; higher % means a stronger effect; one-dose inhibition, % at 11.5 µM; IC50 in µM for titrated hits; 290,000 tested, 0.054% active;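 note: plate controls were vehicle with enzyme for no effect and no enzyme for full effect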
Lipid droplet = modulators of hepatic lipid droplet formation. AID 1656. AML12 mouse hepatocytes, oleate lipid droplets, BODIPY imaging. 240,000 tested, 0.4% active. inhibition, % at 6.5 µM;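 active = lipid droplet intensity inhibited by at least 50%, with more than 500 cells counted; inconclusive = wells with under 300 cells, treated as cytotoxic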
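Assay system: AML12 hepatocytes (mouse); Probe or stimulus: oleic acid at 100 µM to induce lipid droplet formation; Dosing: compound at 6.5 µM only; Schedule: compound with oleate, overnight; Detection: fluorescence imaging, 20x objective, two fields per well; Measure: % inhibition of lipid droplet signal.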
HIV fusion peptide = inhibitors of HIV fusion peptide binding, primary screen, biochemical, uHTS, fluorescence dequenching (AID 1986); cell-free peptide binding, fluorescence dequenching, 30 min; higher % means a stronger effect; inhibition, % at 20 µM; hits with a dose series show IC50 in µM; 290,000 tested, 0.3% active; in the data active = inhibition mostly above about 52%, no sharp cut-off; inactive = mostly below about 76%; note: some results filed as inactive read as strong as hits
Myeloid diff MLP = promotes myeloid progenitor differentiation; ER-HoxA9 myeloid progenitors, lysozyme-GFP differentiation, flow cytometry; calls only at 10 µM; 360,000 tested, 1% active; AID 624256;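 active = normalized GFP-positive differentiation at or above the plate's own cutoff, the solvent-only control mean plus 3 SD; inconclusive = no clear call, values can overlap the other calls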;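 note: cells exposed to compound for four days before flow analysis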
NOD2 inhibition = NOD2 signaling inhibitors, cell-based, luminescence, uHTS, HEK293 (AID 1566) | HEK293 NOD2/NF-kB luciferase reporter, luminescence; higher % means a stronger effect | one-dose inhibition, % at 4 µM; EC50 in µM for titrated hits | 290,000 tested, 0.63% active; note: many of its hits are not listed in these tables
SIAH1 antagonists = Siah-1 peptide-binding antagonists, primary screen, biochemical, fluorescence polarization, rhodamine-plectin, uHTS (AID 1817) | Siah-1 / rhodamine-plectin peptide fluorescence polarization; higher % means a stronger effect | one-dose displacement, % at 20 µM; IC50 in µM for titrated hits | 290,000 tested, 0.02% active;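 active = displacement of at least 50% at 20 µM, with a fluorescence ratio check between 0.3 and a set limit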;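 note: plate controls were Siah plus tracer with DMSO for no effect and tracer alone without Siah for full effect; strong numbers were not always called active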
Dengue-2 NS5 capping = Dengue-2 NS5 methyltransferase inhibitors, primary screen, biochemical, confirmation dose response (AID 588689). inhibition, % at 25 µM, or IC50 in µM where a hit was titrated. 340,000 tested, 0.3% active. Dengue-2 NS5 methyltransferase capping enzyme assay, biochemical; higher % means a stronger effect; in the data active = a potency from the dose series; inconclusive = inhibition above about 29% without an active follow-up result
AID2073 = disruptors of CaV2.2 binding to Mint1 – biochemical, HTRF (AID 2073); HTRF protein-protein interaction, Mint1-CaV2.2; higher % means a stronger effect; inhibition, % at 20 µM; hits with a dose series show IC50 in µM; 290,000 tested, 0.19% active; in the data active = inhibition mostly above about 51%, no sharp cut-off; inconclusive = no clear call, values can overlap the other calls; inactive = mostly below about 53%; note: some results filed as inactive read as strong as hits
Lipid droplet cells 6.5 µM = second read-out of Lipid droplet, no call of its own (marks repeat the call); cell count; measured here: cell count, cytotoxicity flag;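 cells counted across two imaged fields per well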
Dengue-2 NS5 capping pilot replicate = recorded beside Dengue-2 NS5 capping, whose call it bears; inhibition, %; measured here: pilot screen replicate inhibition
Myeloid diff MLP GFP+ MAC1+ % = further read-out of Myeloid diff MLP, marked with its call; GFP+ MAC1+ double positive, %; measured here: differentiation confirmed by MAC1 staining
Starred values were filed as active, the others as inactive; i = inactive; u = inconclusive; x = no result given; + = active, no number; & = joins results of further samples. Cut-off read from the data, not from the text of the source, unless noted: active = inhibition above about 50%; inactive = the rest. This is a subset; rates above refer to the full screens.

SMILES	XIAP displacement	LYP phosphatase	Lipid droplet	Lipid droplet cells 6.5 µM	HIV fusion peptide	Myeloid diff MLP	Myeloid diff MLP GFP+ MAC1+ %	NOD2 inhibition	SIAH1 antagonists	Dengue-2 NS5 capping	AID2073	others
CC(C)CCNC(=O)c1cc2c(=O)n3ccccc3nc2s1	x	-13%	11	811	0.3%	i	0.3	-11%	-1%	-5%	30%
CC(=O)OCc1c(C(F)(F)F)nn(C)c1Oc1ccccc1	-3.6%	2%	2	563	-2.8%	i	1.2	8%	8%	-5%	1%
Cc1ccc(CNc2nc(-c3cccnc3)nc3ccccc23)cc1	x	-4%	21	836	-2.3%	i	2.8	-23%	-4%	-7%	10%
COc1cc(C(c2nnnn2C2CCCC2)N2CCN(C(=O)c3ccco3)CC2)cc(OC)c1OC (configuration not stated)	x	-11%	-6	758	0.2%	i	6.1	0%	-2%	-8%	5%
Cc1cc(C)cc(NC(=S)N(CCN(C)C)Cc2cccs2)c1	0.5%	-10%	-71	760	0.1%	i	0.5	6%	-12%	0%	-12%
CCCN(CCC)C1Sc2ccc(C(=O)OC)cc2NC1=O (configuration not stated)	-1.6%	1%	-1	802	-0.9%	i	8.9	6%	-2%	-1%	-13%
CCOC(=O)c1ccc(Oc2ccc(C(F)(F)F)cn2)cc1	-2.9%	-1%	29	707	-0.6%	i	0.2	5%	6%	3%	-11%
C[C@@H](C(=O)OCC(=O)NCCc1ccc(S(N)(=O)=O)cc1)N1C(=O)C2CCCCC2C1=O (some centres not stated)	-6.4%	0%	2	686	2.2%	i	0.8	8%	2%	-13%	17%
N#Cc1c(-c2ccccc2)ccnc1Oc1ccccc1	-4.3%	-7%	x	x	-2.3%	i	0.5	-29%	-5%	-1%	5%
COc1ccc(CCN2C(=NC(=O)C(C)C)SC3CS(=O)(=O)CC32)cc1OC (configuration not stated)	x	-6%	-8	666	-2.0%	i	1.1	9%	4%	-2%	0%
CC(=O)c1c(C)n([O-])c2cc(F)c(F)cc2[n+]1=O	-3.5%	-1%	u	x	-2.5%	+	0.4*	14%	6%	-5%	19%
CS(=O)(=O)c1ccc2nc(NC(=O)CCN3C(=O)c4ccccc4C3=O)sc2c1	-11%	-6%	1	643	-1.0%	i	0.3	16%	5%	-10%	15%
C=CCc1cc(/C=C2/NC(=O)NC2=O)cc(OCC)c1O	-4.8%	-5%	-2	701	0.2%	i	0.1	-28%	-2%	-8%	-6%
O=C(NCc1ccc(Cl)cc1)C(=O)NCC(c1cccnc1)N1CCN(c2ccc(F)cc2)CC1 (configuration not stated)	-1.8%	-1%	-6	650	-1.4%	i	0.2	23%	3%	4%	-2%
CC1CCCC(C)N1CCNC(=O)CCc1nnc2n(Cc3ccccc3)c(=O)c3ccccc3n12 (configuration not stated)	x	-7%	12	827	2.4%	i	1.4	13%	-4%	20%	6%
CCOC(=O)c1cc(NC(=O)Nc2ccc(OC)c(OC)c2)c(C)nc1C	-5.3%	-4%	-8	720	-1.4%	i	0.6	4%	7%	x	-3%
O=Nc1ccc(O)c2ncccc12	x	-2%	-18	690	-3.6%	u	x	12%	15%	-1%	-14%
Cc1cccc(NS(=O)(=O)c2c(C)nc3scc(C)n3c2=O)c1	x	-12%	-30	678	-0.3%	i	1.6	14%	-3%	-2%	10%
COc1ccc(C(=O)Nc2ccc(CN3CCS(=O)(=O)CC3)cc2)cc1	x	-4%	-8	671	-1.2%	i	0.3	8%	0%	4%	47%
CC1=Nc2ccccc2N=C(NC(=O)CN2CCN(c3ccc(F)cc3)CC2)C1c1ccccc1 (configuration not stated)	x	1%	-29	696	-0.1%	i	0.2	-18%	1%	x	-7%
CCOCCn1c(=NC(=O)CSCC(=O)Nc2cc(C)on2)sc2cc(OC)ccc21	x	-3%	23	745	0.4%	i	0.8	8%	1%	5%	5%
Cc1ccc(-n2c(CSc3nc(C)cc(C)n3)nnc2SCC(=O)N2CCCC2)cc1	-0.3%	-9%	x	x	7.3%	i	1.2	13%	4%	4%	-5%
CC(=O)Nc1ccc(NC(=O)Nc2ccc(C)cc2C)cc1	-0.8%	-10%	0	676	1.3%	i	0.6	6%	4%	2%	12%
COc1cc(OC)nc(Oc2ccc(N)c(C)c2)n1	x	-12%	-2	843	0.2%	i	0.5	24%	-6%	0%	0%
Cc1[nH]nc(N=CC2=C(O)CC(C)(C)CC2=O)c1-c1ccccc1	-5.0%	2%	15	678	-0.7%	i	0.9&0.8	-7%	2%	-5%&-6%	u

Grouped by structure: the entries above containing a CF3 group (two)
SMILES	XIAP displacement	LYP phosphatase	Lipid droplet	Lipid droplet cells 6.5 µM	HIV fusion peptide	Myeloid diff MLP	Myeloid diff MLP GFP+ MAC1+ %	NOD2 inhibition	SIAH1 antagonists	Dengue-2 NS5 capping	AID2073	others
CC(=O)OCc1c(C(F)(F)F)nn(C)c1Oc1ccccc1	-3.6%	2%	2	563	-2.8%	i	1.2	8%	8%	-5%	1%
CCOC(=O)c1ccc(Oc2ccc(C(F)(F)F)cn2)cc1	-2.9%	-1%	29	707	-0.6%	i	0.2	5%	6%	3%	-11%

(listing goes on)
SMILES	XIAP displacement	LYP phosphatase	Lipid droplet	Lipid droplet cells 6.5 µM	HIV fusion peptide	Myeloid diff MLP	Myeloid diff MLP GFP+ MAC1+ %	NOD2 inhibition	SIAH1 antagonists	Dengue-2 NS5 capping	AID2073	others
CC(=O)Nc1ccc(Nc2ncnc3c2cnn3-c2cccc(C)c2)cc1	-4.6%	-3%	0	639	-0.6%	i	0.7	-50%	1%	-1%	33%	Dengue-2 NS5 capping pilot replicate=3.6
Cc1ccnc(N2C(=O)C3C4CC(C(Br)C4Br)C3C2=O)c1 (configuration not stated)	1.6%	-7%	x	x	0.2%	i	0.6	0%	3%	-15%	1%
CCOC(=O)c1ccc(N2C(=O)CC(SCC(N)C(=O)OCC)C2=O)cc1 (configuration not stated)	-4.1%	-5%	2	784	-0.8%	i	0.8	-4%	0%	1%	2%
O=C(NCCC1CC1(Cl)Cl)c1ccc([N+](=O)[O-])cc1 (configuration not stated)	x	-8%	x	x	1.2%	i	0.3	-6%	6%	5%	8%
CCn1c(C2CC(=O)N(c3cc(C)cc(C)c3)C2)nc2ccccc21 (configuration not stated)	-1.8%	-3%	5	592	-0.2%	i	3.5	-10%	-3%	-4%	1%
Cc1cc(Cl)c(S(=O)(=O)NC(C(=O)O)c2ccccc2)cc1OCC(N)=O (configuration not stated)	-3.5%	-8%	-2	725	2.3%	i	0.3	3%	5%	9%	6%
COc1ccccc1CC(=O)NCc1csc(-c2cccs2)n1	x	-11%	9	777	0.3%	i	0.2	-6%	-1%	x	36%
CC1C(=O)N2CCCc3cc(NS(C)(=O)=O)cc1c32 (configuration not stated)	x	-6%	2	763	2.3%	i	1.7	7%	1%	0%	6%
O=C(CCn1c2c(c3ccccc31)CCCC2)NNC(=O)c1ccccc1[N+](=O)[O-]	-2.4%	-3%	2	611	-0.6%	i	0.2	18%	-4%	-8%	1%
CC1CCC(C(=O)NC(C(=O)NCc2cccnc2)C(C)C)CC1 (configuration not stated)	-6.1%	-7%	-12	681	-3.5%	i	1.2	9%	-3%	-5%	-8%
CCN1CCCc2cc(CN(CCN3CCOCC3)C(=S)Nc3cccc(OC)c3)ccc21	-4.1%	-8%	-42	655	0.6%	i	0.0	12%	0%	-5%	-2%
O=C(Cc1cccc2ccccc12)NNC(=O)Nc1ccc(Cl)cc1	x	1%	-3	702	1.0%	i	0.2	-58%	11%	x	10%
COCCSc1nnc(NC(=O)COC)s1	-4.8%	-9%	1	797	-0.6%	i	0.9	-3%	1%	-4%	-2%
Cn1c(SCC(=O)C(C)(C)C)nnc1-c1ccc(F)cc1	-5.1%	-8%	-2	692	-0.5%	i	0.1	4%	6%	4%	0%
Cc1ccnc(SCC(=O)Nc2sc3c(c2C#N)CCCC3)n1	-5.2%	1%	x	x	0.3%	i	0.6	43%	0%	-7%	-1%
Cc1cc(C)c(S(=O)(=O)NCc2cn3c(C)csc3n2)cc1C	-5.5%	-5%	x	x	4.3%	i	1.7	-5%	-4%	0%	-2%
CCOC(=O)C1=NN(C(=O)c2ccco2)C2(CC2)C1	-3.5%	-1%	8	671	-0.1%	i	0.5	4%	11%	-1%	2%
COc1cc(/C=N/NC(=S)NC2CC3CC2C2C=CCC32)ccc1O (configuration not stated)	x	-4%	12	755	-2.8%	i	0.3	-37%	-2%	-7%	17%
O=C(CCn1c(=O)sc2ccccc21)NC1=NCCS1	-2.4%	-7%	18	707	1.0%	i	14	12%	4%	1%	2%
CN(Cc1nccn1C)C(=O)c1cc(COc2cccc(C(F)(F)F)c2)on1	x	-3%	15	738	1.5%	i	0.6	-7%	3%	-6%	-4%
COc1ccc(CN2C=C3C(=O)C(C)(OC(=O)C4CCCC4)C(=O)C=C3C=C2c2ccsc2)cc1 (configuration not stated)	x	-3%	x	x	13%	i	1.6	14%	5%	18%	8%
Cn1c(-c2ccc(F)cc2)cnc1SCC(=O)Nc1ccccc1N1CCOCC1	-7.0%	0%	0	625	-1.1%	i	0.3	-87%	2%	2%	-6%
COCCOC(=O)C1=C(N)OC2=C(C(=O)CC(C)(C)C2)C1c1ccncc1 (configuration not stated)	-2.5%	-7%	-22	722	1.6%	i	0.5	-4%	15%	-6%	4%
O=C(Nc1ccc(OC(F)(F)F)cc1)c1n[nH]c(Cn2cncn2)n1	-3.1%	-7%	x	x	-0.9%	i	1.1	5%	2%	0%	-4%
COc1cc(OC)c(NC(=O)Nc2ccc(OC)c(OC)c2)cc1Cl	-1.8%	-2%	-3	744	-2.1%	i	0.3	8%	1%	-2%	-4%

More results
SMILES	XIAP displacement	LYP phosphatase	Lipid droplet	Lipid droplet cells 6.5 µM	HIV fusion peptide	Myeloid diff MLP	Myeloid diff MLP GFP+ MAC1+ %	NOD2 inhibition	SIAH1 antagonists	Dengue-2 NS5 capping	AID2073	others
Cc1c(-c2cccc(Cl)c2)nc2ccccc2c1C(=O)NC1CC1	x	-3%	13	718	1.9%	i	4.0	-10%	0%	-6%	18%
O=C(c1ccc([N+](=O)[O-])cc1)N1CCN(C2=NS(=O)(=O)c3ccccc32)CC1	x	-4%	6	831	0.1%	i	0.8	7%	-3%	5%	6%
CC(=O)c1cnc(SCCN2C(=O)c3ccccc3C2=O)nc1C	-8.4%	-8%	x	x	0.4%	i	0.9	24%	-2%	-1%	3%
CCc1ccc(NC(=O)N[C@H](C(=O)O)C(C)CC)cc1 (some centres not stated)	x	-7%	-2	746	1.4%	i	0.3	-12%	10%	-10%	-3%
CCO[C@@H]1OC(C(=O)Nc2ccccc2)=C[C@H](c2ccc(Br)cc2)[C@H]1CCCO	-2.3%	2%	-11	683	1.5%	i	3.0	11%	2%	6%	1%
CCc1cccc(CC)c1NC(=S)Nc1cccc(Cl)c1Cl	x	5%	-18	742	-1.3%	i	0.6	0%	-2%	-9%	-6%
